# Source: PubChem BioAssay
# ARFGAP1 inhibitor = inhibitors of rat ARFGAP1 GAP activity, primary screen, biochemical, fluorescence polarization, GDP tracer; ADP-ribosylation factor GTPase-activating protein 1 (Rattus norvegicus), Q62848; Arfgap1-stimulated ARF1 GTP hydrolysis, GDP FP detection; inhibition, % at 16.5 µM; actives 0.26% (n = 360,000);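 active = inhibition above a per-plate limit, mean inhibition of low control wells plus 3 SD, cut at about 25% in these data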;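 note: 0% = DMSO wells with enzyme and 100% = wells lacking Arfgap1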
# Target sequence (Q62848 1-136 limits assumed): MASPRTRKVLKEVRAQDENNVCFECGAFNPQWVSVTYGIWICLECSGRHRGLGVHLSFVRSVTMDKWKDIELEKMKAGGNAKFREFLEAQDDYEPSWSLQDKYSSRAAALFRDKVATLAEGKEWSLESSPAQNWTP
#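 system = rat Arfgap1 catalytic domain, aa 1-136 | technique = FP, GDP Alexa 633 tracer displaced from anti-GDP antibody, 620/688 nm | compound = one concentration, 16.5 µM, DMSO 1.26% | medium = HEPES-based buffer, pH 7.5 | timing = compound-enzyme preincubation 20 min, reaction 120 min, detection 60 min, 25 °C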
# ABHD4 inh = ABHD4 inhibitors, primary screen, biochemical, fluorescence polarization, mouse | (Lyso)-N-acylphosphatidylethanolamine lipase (Mus musculus), Q8VD66 | purified mABHD4, FP-Rh probe fluorescence polarization | inhibition, % at 8.92 µM | actives 0.54% (n = 370,000);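 active = inhibition exceeding the mean over every tested compound plus 3 SD, cut at about 30% in these data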;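 note: 0% = plate median of compound wells and 100% = S159A mutant with DMSO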
# Target sequence (Q8VD66 whole entry, looked up): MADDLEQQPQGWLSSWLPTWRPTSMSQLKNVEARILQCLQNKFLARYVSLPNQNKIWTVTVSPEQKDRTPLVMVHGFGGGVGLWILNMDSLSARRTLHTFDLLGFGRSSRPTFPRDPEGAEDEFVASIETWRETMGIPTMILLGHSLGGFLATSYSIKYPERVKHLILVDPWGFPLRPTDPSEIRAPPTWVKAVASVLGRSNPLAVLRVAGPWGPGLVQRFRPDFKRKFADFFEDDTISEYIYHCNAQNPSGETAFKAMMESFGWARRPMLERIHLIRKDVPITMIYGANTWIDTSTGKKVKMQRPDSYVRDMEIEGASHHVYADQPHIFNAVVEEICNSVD
#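 System: mouse ABHD4 enzyme, wild type / Medium: HEPES pH 7.0, NaCl, Pluronic buffer / Reagent: FP-Rh activity-based fluorescent probe / Control set: S159A mutant high control, sample median low control / Detection: fluorescence polarization with parallel and perpendicular emission, 525/598 nm / Schedule: 45 min + 60 min at 25 °C / Compound dosing: 8.92 µM, single dose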
# HTRA1 inh = HTRA1 serine protease inhibitors, primary screen, biochemical, fluorescence polarization, HTS; Q92743; recombinant HTRA1, FP-rhodamine activity-based probe; inhibition, % at 5.96 µM; actives 0.5% (n = 340,000); in the data active = inhibition above about 36%;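 note: 0% = enzyme with DMSO and 100% = wells lacking enzyme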
# rCAG RNA binder = binders of r(CAG) RNA repeats, primary screen, biochemical, fluorescence. r(CAG) RNA repeat, TO-PRO-1 dye displacement fluorescence. inhibition, % at 3 µM. actives 1.3% (n = 370,000). AID 651821, 2012;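 active = inhibition above the plate cutoff, the mean of all test compounds on that plate plus 3 SD, cut at about 35% in these data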;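 note: 0% = DMSO alone and 100% = 100 µM mitoxantrone as full dye displacement; higher means more dye released from RNA so lower well fluorescence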
# SMARCA2 activ = SMARCA2 (BRM) function activators, primary screen, cell-based, luminescence, high throughput; MG213 cells, MMTV-luciferase reporter, dexamethasone, overnight; activation, % at 9.1 µM; actives 1% (n = 370,000); in the data active = activation above about 7.8%;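 note: 0% = vehicle wells and 100% = reference activator wells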
# Rev-erbA mod = modulators of Rev-erb alpha DNA binding, primary screen, biochemical, FITC-DNA, fluorescence polarization, uHTS; Rev-erbα–FITC-DNA binding, 90 min; activity, % at 10 µM; actives 0.79% (n = 370,000); AID 1259318, 2017;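 active = activity above about 14%, limit read from the data; passing the limit was not always enough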;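 note: 0% = DMSO wells with 35 nM protein and 100% = DMSO wells with 750 nM protein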
# Target sequence (P20393 whole entry, looked up): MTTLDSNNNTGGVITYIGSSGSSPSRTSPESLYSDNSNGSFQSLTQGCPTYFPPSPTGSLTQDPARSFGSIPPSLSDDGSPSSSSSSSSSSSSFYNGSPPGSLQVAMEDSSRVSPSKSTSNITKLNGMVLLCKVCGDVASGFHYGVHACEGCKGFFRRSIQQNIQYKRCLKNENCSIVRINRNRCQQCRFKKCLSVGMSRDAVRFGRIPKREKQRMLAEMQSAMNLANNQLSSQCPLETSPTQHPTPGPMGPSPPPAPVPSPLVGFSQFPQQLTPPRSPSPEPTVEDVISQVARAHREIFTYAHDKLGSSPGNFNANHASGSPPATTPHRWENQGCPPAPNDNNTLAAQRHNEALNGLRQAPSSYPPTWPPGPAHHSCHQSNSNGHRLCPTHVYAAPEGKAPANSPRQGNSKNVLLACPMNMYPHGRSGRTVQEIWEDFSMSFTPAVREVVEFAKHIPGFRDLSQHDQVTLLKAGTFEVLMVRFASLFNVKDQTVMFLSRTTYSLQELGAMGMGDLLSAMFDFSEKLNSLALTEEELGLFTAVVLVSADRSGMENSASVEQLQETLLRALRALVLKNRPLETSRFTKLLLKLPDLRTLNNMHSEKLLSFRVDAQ
# GC-A act = GC-A stimulated cGMP production enhancers – HEK293 GC-A cells, cGMP TR-FRET, EC30 ANP, primary screen. Atrial natriuretic peptide receptor 1 (Homo sapiens), P16066. AID 1671463, 2021. 0% at EC30 ANP, 100% saturating ANP. actives 0.14% (n = 370,000). activation, % at 10 µM; in the data active = activation above about 40%
# GC-B act = human GC-B receptor activators, primary screen, HEK293 GC-B cells, cGMP TR-FRET, EC30 CNP; activation, % at 10 µM; Atrial natriuretic peptide receptor 2 (Homo sapiens), P20594; actives 0.11% (n = 370,000); 0% at EC30 CNP, 100% saturating CNP;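 active = activation at 10 µM reaching about 35% in either raw or pattern-adjusted values, limit read from the data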
# ASAP1 inh = inhibitors of human ASAP1 ArfGAP activity, primary screen, biochemical, fluorescence polarization; Arf-GAP with SH3 domain, ANK repeat and PH domain-containing protein 1 (Homo sapiens), …; ASAP1-stimulated ARF1 GTP hydrolysis, GDP FP detection; inhibition, % at 16.5 µM; actives 0.19% (n = 360,000); AID 624377, 2012; in the data active = inhibition above about 25%;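 note: 0% = vehicle with enzyme and substrate and 100% = no enzyme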
# PG9 Ab binder = binders of HIV-1 gp120 antibody PG9, primary screen, biochemical, TR-FRET; TR-FRET gp120-PG9 antibody binding; inhibition, % at 6.7 µM; actives 0.43% (n = 360,000); in the data active = inhibition above about 8.5%
# * marks the source's active call; other numbers are inactive results; / = no result given; & = joins results of further samples; ! = repeats disagree.
SMILES,ARFGAP1 inhibitor,ABHD4 inh,HTRA1 inh,rCAG RNA binder,SMARCA2 activ,Rev-erbA mod,GC-A act,GC-B act,ASAP1 inh,PG9 Ab binder
COc1cc(OC)c2ccc(=O)oc2c1C(CCN1CCOCC1)c1ccc2c(c1)OCO2 (stereo unspecified),-12,0,-2,5,-5,5,-25,-19,-1,-3.6
NC(=O)C1CCN(C(c2ccccc2Cl)c2nnnn2Cc2ccc3c(c2)OCO3)CC1 (stereo unspecified),3,-1,-1,-8,-3,3,-3,-7,3,0.5
Fc1ccc(NC(=S)N2CCN(c3ncccn3)CC2)cc1,-1,-3,1,-1,0,-4,5,9,13,-1.8
CCC[C@@H]1Cc2ccccc2N1C(C)=O,-8,-9,-5,0,-1,-6,0,3,0,-2.4
O=C(CSc1nnc(-c2ccccc2Cl)o1)Nc1ccc2c(c1)OCCO2,-11,2,-6,2,2,-4,3,-8,11,-3.6
Cc1ccccc1CN1CCC(Oc2ccc(C(=O)N3CCCC3)cc2)CC1,8,-1,2,-8,0,-4,-2,3,-13,-1.5
CC(C)[C@H](NC(N)=O)C(=O)Nc1ccc(F)c(Cl)c1,1,1,8,0,-1,0,0,1,2,0.7
CCc1nnc(NS(=O)(=O)c2ccc(NC(=O)c3cccc(OC(F)(F)C(F)F)c3)cc2)s1,8,-22,-45,73*,2,0,1,4,-1,-0.6
CCOC(=O)C1(C(F)(F)F)N=C(N(C)C)OC(N(C)C)=N1,7,4,1,2,0,-2,0,2,8,-1.2
CCOC(=O)CSC1=C(C#N)C(c2ccccc2C)C2=C(CCCC2=O)N1 (stereo unspecified),-3,-3,-2,4,-2,-3,6,4,9,-0.3
Cc1nnc(SCC(=O)N2CCC(c3noc4ccc(F)cc34)CC2)s1,-1,2,3,-5,-4,1,8,0,-3,-2.0
COc1cc2c(C#N)c(N3CCCC3)nc(N)c2c(N)n1,-2&0,3&-7,7&9,14&8,0&-3,-5&3,8&2,1&0,43*!,-2.4&2.7
CC(C)(C)C1(C)OC(C(=O)NC2CCCCC2)C(C(=O)NC2CCCCC2)O1 (stereo unspecified),23,-9,-4,-7,1,1,3,2,7,-0.2
CCCOn1c(-n2nc(C)cc2C)nc2ccccc2c1=O,2,-1,5,-4,2,9,6,-4,12,1.6
COC(=O)c1ccccc1NC(=O)CSCC(=O)Nc1ccccc1OC,1,0,2,-7,-3,0,-2,-1,-4,-1.3
CCOP(=O)(OCC)C(NC(=O)C(F)(F)F)c1ccccc1 (stereo unspecified),-1,-2,-3,-1,-2,1,4,1,-8,-2.7
CC1=C(NCCc2ccccc2)CCC1=O,6,5,-6,0,1,2,1,3,6,-1.9
C[C@H](CO)N1C[C@H](C)[C@H](CN(C)Cc2cncnc2)Oc2cc(Br)ccc2S1(=O)=O,-1,0,1,-1,0,4,-1,-1,7,0.3
COC[C@@H](O)[C@H]1OCc2cc(OC)ccc2[C@@H]1/C=C/c1ccccc1,2,2,/,2,-2,-4,5,7,0,0.3
Cc1ccnn1CC(=O)N/N=C/c1cn[nH]c1-c1ccccc1,1,-6,-13,3,2,1,-6,3,10,-2.6
COC(=O)Cc1c(O)ccn(Cc2cccc(C(F)(F)F)c2)c1=O,5,-1,1,-1,1,4,3,-1,2,0.1
O=S(=O)(Nc1ccc(C(O)(C(F)(F)F)C(F)(F)F)cc1)c1cccc2cccnc12,13,-57,/,5,-4,6,-3,-2,18,0.0
Cc1ccc(NC(=S)Nc2cc(-c3ccccc3)[nH]n2)cc1Cl,2,-58,-40,11,-4,-2,8,0,7,-1.2
O=C1CCCCC1CCS(=O)(=O)NCc1ccccc1 (stereo unspecified),-13,5,/,1,-2,-2,1,-2,-6,0.9
C/C(=N\OC(=O)C1CC1)C1CC1c1ccc(F)cc1 (stereo unspecified),-6,-1,3,-7,1,-4,0,-7,-10,-1.6

# Next results follow.
SMILES,ARFGAP1 inhibitor,ABHD4 inh,HTRA1 inh,rCAG RNA binder,SMARCA2 activ,Rev-erbA mod,GC-A act,GC-B act,ASAP1 inh,PG9 Ab binder
Cc1ccc(S(=O)(=O)NC2CC3CCC2C3)cc1 (stereo unspecified),3,5,/,-1,-1,-1,-1,2,3,-1.6
Cc1ccc2cc(C#N)c(NCc3ccco3)nc2c1,9,-9,-1,-1,-1,4,4,2,-9,5.0
COc1ccc(CN2C(=O)C(CC(=O)NCCCCc3ccccc3)CC(C(=O)N(C(C)C)C(C)C)=C2C)cc1 (stereo unspecified),12,3,-11,1,-1,-6,-1,2,3,0.1
CC1(C(=O)O)CCC(C(=O)NCCc2ccccc2)C1(C)C (stereo unspecified),0,2,1,-2,1,0,1,-7,5,-0.1
CCOc1ccc(C(C)=O)cc1CC(C(N)=O)C(N)=O,5,-2,1,0,1,5,1,1,1,-0.7
O=C(O)c1cc2c(cc1NC(=O)c1c(F)cccc1Cl)OCCCO2,0,2,-9,5,0,0,3,-3,6,2.5
CCOc1ccc(C(=O)NCC(c2cccs2)N(C)C)cc1 (stereo unspecified),5,8,5,-2,2,-3,-3,2,-2,-1.8
COc1ncc(-c2ccc(N3C(c4ccsc4)=Cc4ccc(F)cc4C3CC(=O)c3ccco3)cc2)cn1 (stereo unspecified),-12,-3,/,13,-6,5,-5,5,-3,0.1
Cc1cc([N+](=O)[O-])ccc1P(=O)(O)c1ccc([N+](=O)[O-])cc1C,5,-1,3,6,5,4,0,7,-3,-2.1
CCC(=O)NS(=O)(=O)c1cccnc1Nc1ccc(Cl)cc1,20,5,0,5,-1,1,1,-1,-17,0.7
C1=C(c2ccccc2)CCN(c2nc3ccccc3n3cnnc23)C1,-4,-9,-18,8,2,2,-2,-3,9,-1.2
CC(=O)c1ccc(C(=O)N2CCCC(N3CCN(c4ccc(F)cc4)CC3)C2)s1 (stereo unspecified),2,2,1,-7,-1,2,-1,3,9,-4.2
O=C(NCCCn1ccnc1)c1ccc(Cl)cc1,4,-10,5,-3,-3,4,8,2,9,-1.0
O=C(CSc1nc(=O)n(CCCN2CCOCC2)c2c1CCCC2)Nc1ccccc1Cl,4,-1,-3,-16,-2,8,4,-5,-6,-0.6
CCCCCC(C)NC(=O)c1ccoc1C (stereo unspecified),-3,0,11,-3,-2,-6,-4,-4,-5,1.5
O=C(Nc1ccc(C(=O)N2CCCC2)cc1)c1ccc2c(c1)OCO2,-10,1,0,-6,0,1,-1,0,19,1.1
COc1cc(OC)c2cc(C(=O)N[C@@H](Cc3ccccc3)C(=O)O)n(C)c2c1,17,3,2,17,2,2,1,-2,9,0.3
CCCNC(=O)Nc1cc(OC)c(OC)cc1Cc1nccc2cc(OC)c(OC)cc12,14,-5,1,0,-2,7,-2,0,-2,-0.4
Cn1c(=O)c2c(ncn2CC(COCc2ccccc2Cl)OCc2ccccc2Cl)n(C)c1=O (stereo unspecified),-14,-9,-7,-3,2,0,-4,5,-6,4.6
COc1cc(OC)cc(C(=O)NCC2CCN(C(=O)C(=O)c3cc4ccccc4o3)CC2)c1,6,-10,/,6,-6,-1,-4,1,4,-0.4
Cc1cc(C)n(CCC(=O)Nc2ccc(-c3ccno3)cc2)n1,5,-10,-6,1,0,-8,2,3,6,-2.3
CCN(CC)CCN1CCN(c2cncc(-c3ccc4ccccc4c3)n2)CC1,4,-4,/,4,6,-5,-11,-7,-15,-1.6
Cc1nnc(SCC(=O)c2cc(C)n(-c3c(C)n(C)n(-c4ccccc4)c3=O)c2C)s1,-8,4,6,-2,3,-2,2,-4,4,-2.3
O=C(C1CCCN(S(=O)(=O)c2cccc3nsnc23)C1)N1CC=C(c2ccccc2)CC1 (stereo unspecified),1,-3,-12,2,-4,2,6,-6,1,-0.1
COc1ccc(OCC(=O)Nc2ccc3c(c2)nc(CCN2CCN(C)CC2)n3C)cc1,22,5,6,-7,-3,1,2,7,5,-0.8

# (listing goes on)
SMILES,ARFGAP1 inhibitor,ABHD4 inh,HTRA1 inh,rCAG RNA binder,SMARCA2 activ,Rev-erbA mod,GC-A act,GC-B act,ASAP1 inh,PG9 Ab binder
CCC(=O)Nc1cccc(-c2nc3ccc(C)cc3o2)c1,-3,-22,-14,6,0,4,6,-4,-1,-0.5
COc1ccccc1NS(=O)(=O)c1cccc(NC(=S)NCCN2CCOCC2)c1,-3,0,-4,2,-1,1,-3,0,0,0.8
O=C(CCCNC(=O)c1ccc(Cl)cc1)Nc1ccccc1C(F)(F)F,8,0,6,-4,-2,0,-5,-3,17,-0.1
CCOC(=O)c1cnn(-c2cc(C)c3ccccc3n2)c1N,-10,-3,-1,6,-3,-3,0,-7,-1,-0.7
c1ccc(OCc2nnc(-c3ccccc3)o2)cc1,-12,1,-3,-3,5,1,-3,0,-5,0.8
Nc1nc2nc(-c3ccc(F)cc3)cc(C(F)(F)F)n2n1,-3,4,7,0,1,2,-2,0,-9,0.6
CCOC(=O)CNc1ncnc2nc[nH]c12,12,5,2,3,-4,-4,5,-3,7,1.9
Cc1ccc(-c2noc(-c3ccccc3C(=O)NCc3ccco3)n2)cc1,-16,2,-8,-2,3,2,3,-2,-8,0.9
CCOC(=O)C(=CNc1cc(C)nn1-c1ccc(Cl)cc1)C(=O)OCC,-6,-7,5,-5,-4,9,-2,11,11,0.6
COc1ccc(-c2nc(CSCC(=O)N3CCC(C(N)=O)CC3)c(C)o2)cc1OC,9,-2,3,1,-2,-3,-4,3,6,1.5
O=C(Nc1nnc(-c2ccco2)s1)C1CCCCC1,-1,6,0,0,2,1,3,-6,10,0.5
COc1cccc(C2CC(c3ccccc3)=NN2S(=O)(=O)c2ccccc2)c1OC (stereo unspecified),-21,-18,-17,1,-6,5,2,-5,0,-2.1
O=C(CN1CCN(c2ccc(O)cc2)CC1)Nc1ccc(S(=O)(=O)N2CCCC2)cc1,-7,16,3,12,-8,-1,3,6,8,4.5

# Single records (already shown). Screens in order: ARFGAP1 inhibitor | ABHD4 inh | HTRA1 inh | rCAG RNA binder | SMARCA2 activ | Rev-erbA mod | GC-A act | GC-B act | ASAP1 inh | PG9 Ab binder
# `O=C(CCCNC(=O)c1ccc(Cl)cc1)Nc1ccccc1C(F)(F)F` as listed: 8 | 0 | 6 | -4 | -2 | 0 | -5 | -3 | 17 | -0.1
# `O=C(CN1CCN(c2ccc(O)cc2)CC1)Nc1ccc(S(=O)(=O)N2CCCC2)cc1` as listed: -7 | 16 | 3 | 12 | -8 | -1 | 3 | 6 | 8 | 4.5
# `COc1ccccc1NS(=O)(=O)c1cccc(NC(=S)NCCN2CCOCC2)c1` as listed: -3 | 0 | -4 | 2 | -1 | 1 | -3 | 0 | 0 | 0.8
# `COc1ccc(-c2nc(CSCC(=O)N3CCC(C(N)=O)CC3)c(C)o2)cc1OC` as listed: 9 | -2 | 3 | 1 | -2 | -3 | -4 | 3 | 6 | 1.5
